# High-throughput results deposited in PubChem by Broad Institute.
# LGR2 inh = Drosophila LGR2 receptor signaling inhibition; HEK293 LGR2, CRE-luciferase, bursicon-stimulated, 4 h; inhibition, % at 9.99 µM; actives 0.35% (n = 380,000); AID 720647;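 active = drop in luminescence signal, shown as inhibition above about 50% in the replicate tests, limit read from the data, passing the limit was not always enough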;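 also: agonist challenge used bursicon conditioned medium at about half maximal strength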
# Xi reactivation = reactivates the inactive X chromosome in mouse fibroblasts; XiGFP mouse fibroblasts, % GFP-positive cells imaging, 3 d; cells co-treated with 5-aza-dC sensitizer; scaled so ellipticine positive control = 100%; activation, % at 7.58 µM; actives 0.055% (n = 360,000); AID 743238;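 active = mean normalized replicate activation at least 10% and every replicate at or above 10%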;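 also: 0% = median of on-plate neutral control wells and 100% = ellipticine 6 µM median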
#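 Material: XiGFP fibroblasts, SV40-immortalized. Buffer or medium: DMEM plus 5-aza-dC sensitizer. Compound: single concentration per compound, delivered by pin transfer. Times: 3 days compound exposure. Controls: ellipticine 6 µM.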
# Cneo AK release = causes C. neoformans cell lysis; lysis activity, % at 15 µM; adenylate kinase release luminescence, 4 h; normalised: neutral wells 0, clomiphene wells 100; AID 651654; actives 0.2% (n = 360,000);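 active = mean lysis activity across replicates of at least 80%, whatever share of replicates individually reach that level; inactive = mean lysis activity below 80%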
#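 Material – Cryptococcus neoformans yeast cells · Quantity – 5 × 10^6 yeast cells/mL · Buffer or medium – YPD medium · Compound – single dose · Timing – 4 h static compound exposure, 37 °C, read 1 h post-reagent · Signal – adenylate kinase release luminescence · Read-out basis – lysis from increased AK signal · Benchmarks – Clomiphene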
# SIRT5 block = sirtuin-5 (human) deacylase inhibition | Q9NXA8 | Purified SirT5, succinyl-peptide AMC, trypsin-coupled fluorescence | inhibition, % at 15 µM | actives 1.1% (n = 330,000) | AID 652115; in the data active = inhibition above about 15%
# Target sequence (Q9NXA8 whole entry, looked up): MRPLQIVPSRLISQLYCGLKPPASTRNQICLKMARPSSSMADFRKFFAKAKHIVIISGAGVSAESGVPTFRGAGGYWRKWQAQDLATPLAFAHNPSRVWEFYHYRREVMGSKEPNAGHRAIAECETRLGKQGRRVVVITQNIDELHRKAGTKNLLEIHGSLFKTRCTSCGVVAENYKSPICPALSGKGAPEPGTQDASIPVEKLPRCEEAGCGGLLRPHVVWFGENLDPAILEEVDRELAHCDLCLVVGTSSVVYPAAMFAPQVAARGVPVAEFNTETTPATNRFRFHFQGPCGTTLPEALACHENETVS
# Statin myotox sup = suppression of simvastatin myotoxicity; C2C12 myotubes + simvastatin, ATP luminescence, 48 h; scaled: DMSO 0, geranylgeraniol control 100; rescue of ATP level, % at 7.49 µM; actives 0.78% (n = 330,000); AID 602340;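 active = mean ATP rescue above about 67%, or every replicate alone reaching that limit, limit read from the data, passing the limit was not always enough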;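 also: myotubes were challenged with 10 µM simvastatin during compound exposure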
# ERAP1 HTS inh = inhibitors of human ERAP1 aminopeptidase. recombinant ERAP1, Leu-AMC fluorescence, 60 min. inhibition, % at 10.7 µM. actives 0.15% (n = 340,000). AID 652197;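 active = mean replicate inhibition of at least 30%, or all replicates individually reaching that 30% level; inactive = mean below 30% and not every replicate reaching it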;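 also: 0% = neutral control wells and 100% = L-leucinethiol positive control wells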
# S100A4 MyoIIA = blocks human S100A4 binding to myosin IIA peptide; AID 652163; P26447; actives 0.14% (n = 360,000); inhibition, % at 10.7 µM; S100A4/TAMRA-MyoIIA peptide fluorescence polarization;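 active = mean inhibition of at least 70% across replicates, with every replicate also reaching that level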
# Target sequence (P26447 whole entry, looked up): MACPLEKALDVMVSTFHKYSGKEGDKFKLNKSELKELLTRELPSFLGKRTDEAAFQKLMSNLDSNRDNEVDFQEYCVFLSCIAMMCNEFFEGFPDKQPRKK
#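 Material: S100A4 monomer (human). Medium: Calcium-containing HEPES buffer, pH 7.2. Probe or stimulus: labelled myosin peptide probe, 5 nM. Compound dosing: one concentration per compound. Timing: polarization read 5 min after assay mix addition, stable 5–60 min. Benchmarks: DMSO as neutral control, TFP as positive control.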
# PGC1a acetyl inh = lowers PGC1a acetylation signal in U2OS cells; AlphaScreen anti-acetyl-lysine; with virally co-expressed GCN5 acetyltransferase; inhibition, % at 15.6 µM; actives 0.17% (n = 350,000);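 active = every replicate shows inhibition of at least 40%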;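 also: 0% = neutral control wells and 100% = positive control wells; some results beyond the cut were filed as inactive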
# The depositor's hits bear a star; · = no result given; & = joins results of further samples. Only part of the results is shown; count on the stated rates, not on these rows.
SMILES,LGR2 inh,Xi reactivation,Cneo AK release,SIRT5 block,Statin myotox sup,ERAP1 HTS inh,S100A4 MyoIIA,PGC1a acetyl inh
Cc1ccc(S(=O)(=O)N2CCC(=O)N(C(COCc3ccc(Cl)cc3Cl)Cc3ccccc3)CC2)cc1 (configuration not stated),14,0.0,2,·,10,2,5,-6
Nc1c(N(CCCO)C(=O)C2CCCC2)c(=O)[nH]c(=O)n1Cc1ccccc1,7,-0.1,2,-6,5,-3,-9,·
CC(=O)N1CCC(C(=O)NCCOc2cccc(C)c2)CC1,-2,-0.1,-2,-1,-33,-2,1,-3
O=C(CN1C(=O)NC2(CCCCC2)C1=O)N1CCN(c2ncccn2)CC1,-2,-1.1,0,-4,-19,2,0,5
CCCNC(=O)C[C@H]1CC[C@@H]2[C@@H](COc3ccc(NC(=O)COC)cc3C(=O)N2C)O1,-11,0.0,-4,·,-6,·,·,-1
COC(=O)C(C)Sc1nc2c(cnn2-c2ccccc2)c(=O)[nH]1 (configuration not stated),0,0.1,1,-4,-18,4,-2,·
Cn1nnc(NC(=O)c2ccc([N+](=O)[O-])cc2Cl)n1,-13,0.6,0,5,12,-1,-3,8
COC(=O)c1cccc(NC(=O)CSc2nnc(C3CC3)n2C)c1,12,0.0,-1,1,15,3,-5,·
CCS(=O)(=O)N[C@H]1C=C[C@@H](CC(=O)N2CCCCC2)O[C@@H]1CO,-2,0.4,0,2,-2,2,-13,-2
C[C@H](CO)N1C[C@H](C)[C@H](CN(C)C(=O)Nc2ccnc(N3CCOCC3)c2)OCc2cnnn2CCCC1=O,-4&-7,0.0&0.2,1&-4,-7&-5,7&-6&7,-2&-1,-1&-4,2&-8&-6
CN(C)C(=O)c1cccc(-c2ccc(C3[C@H]4CNC[C@@H]3N4Cc3cc(F)ccc3F)cc2)c1 (some centres not stated),1&9,0.1&0.0,·,1&-3,·,0&-3,-4&6,·
O=C(C[C@H]1C=C[C@H](NC(=O)Nc2ccc3c(c2)OCO3)[C@@H](CO)O1)NCCCN1CCOCC1,-3,0.5,-1,0,-2,1,-5,-1
O=C(COC(=O)c1cccc(S(=O)(=O)N2CCOCC2)c1)NCCc1ccccc1,-3,2.7,-6,-3,·,4,-6,·
COc1ccc(S(=O)(=O)N2CCN(CC(=O)Nc3cc(Cl)ccc3Cl)CC2)cc1,0,-0.1,0,0,-34,-1,1,-1
CSc1cccc(N2CC(C(=O)NCCC3=CCCCC3)CC2=O)c1 (configuration not stated),-34,0.3,3,0,-2,2,-12,·
CCOC(=O)C1(Cc2cccc(OC)c2)CCN(Cc2cccc(OC)c2O)CC1,17,0.1,·,-1,·,-7,6,-36
CCOC(=O)Cn1nc(C)c(NC(=O)CCc2ccc(OC)cc2)c1C,-4,0.4,·,0,·,-1,-1,·
O=C(C[C@H]1CC[C@H]2[C@@H](COC[C@H](O)CN2CCC(F)(F)F)O1)N1CCC(Cc2ccccc2)CC1,3,0.0,0,1,28,1,4,-13
Brc1ccccc1OCCN1CCOCC1,-2,0.0,-2,0,-9,-1,-1,6
NNC(=O)c1cccc(S(=O)(=O)Nc2cccc(C(F)(F)F)c2)c1,-4,0.1,1,-3,-5,·,2,-12
O=C(COc1ncnc2sccc12)Nc1cccc(S(=O)(=O)N2CCOCC2)c1,2,-0.3,0,-1,5,3,-3,-2
CC(=O)N(C)C[C@H]1Oc2cc(C#CC3CCCC3)ccc2S(=O)(=O)N([C@@H](C)CO)C[C@H]1C,0,-0.1,-3,7,-5,-12,12,2
COc1ccc(C(=O)Nc2ccc(N3CCC(C)CC3)cc2)cc1Br,·,0.0,·,-1,·,-1,-1,·
COc1ccc(CC(=O)Nc2nc(C(C)(C)C)cs2)cc1,-3,-0.1,1,-3,-11,-1,-3,29
C[C@@H]1CN([C@H](C)CO)C(=O)c2cc(-c3cccc(C#N)c3)cnc2O[C@@H]1CN(C)C(=O)C1CCCCC1,29,0.4,2,-3,12,1,19,-2
CN(C(=O)C1CCOC1)c1nnc(-c2ccccn2)s1 (configuration not stated),-30,·,0,-7,-1,2,-5,11
CCOC(=O)Cc1c(C)nc2c(-c3ccc(Cl)cc3)c(C)nn2c1C,9,0.1,·,-3,·,8,-9,·
CNC(=S)NNC(=O)c1ccccc1F,-2,0.5,·,-3,·,4,0,·
CCn1cc(C(=O)N[C@H](C(=O)NC(C)(C)CO)C(C)C)c(=O)c2cc3c(cc21)OCO3,8,0.0,1,-4,-22,-3,-3,2
COc1ccc(-n2nnnc2SC(C)C(=O)NCC(=O)Nc2ccc(F)c(F)c2F)cc1 (configuration not stated),-1,0.2,·,·,-2,·,·,5
CCOc1ccc(S(=O)(=O)N(C)CC(=O)NC2CCCC2)cc1,-9,0.3,2,0,·,0,1,-4
Cc1ccc(S(=O)(=O)N(C)C[C@@H]2Oc3c(NC(=O)c4cnccn4)cccc3C(=O)N([C@@H](C)CO)C[C@@H]2C)cc1,-6,0.8,1,-4,2,2,-11,5
Nc1c(C(=O)CSc2nccn2-c2cccc(F)c2)c(=O)[nH]c(=O)n1C1CC1,-3,-0.1,-1,-6,2,-6,-1,7
C[C@@H]1CN([C@@H](C)CO)S(=O)(=O)c2ccc(-c3ccc(C#N)cc3)cc2O[C@H]1CN(C)C,-4,0.1,2,-4,-5,-3,-4,-13
COc1ccc(NC(=O)c2oc3cc(C)c(C)cc3c2C)c(OC)c1,5,·,-3,·,-33,·,·,1
C=CCNC(=O)NC(=O)CSc1nc2cc([N+](=O)[O-])ccc2n1-c1cccc(C(F)(F)F)c1,9,0.2,1,4,-11,0,-2,12
CC(=O)N(C)C[C@@H]1Oc2cc(-c3ccc(C#N)cc3)ccc2S(=O)(=O)N([C@@H](C)CO)C[C@H]1C,6,-1.0,2,0,-3,8,3,-5
O=C(C1CCCC1)N1CC2(C1)[C@H](c1ccccc1)[C@@H](CO)N2Cc1ccc(Cl)cc1,-7,0.3,·,31*,·,0,14,10
N#Cc1cccc(NC(=O)c2cc(C3CCCCN3C(=O)c3ccccn3)on2)c1 (configuration not stated),-19,0.0,1,0,11,8,8,15
CCC(=O)Nc1cccc(NC(=O)CSc2nc3c(c(=O)n(C)c(=O)n3C)n2C)c1,-19,0.0,1,0,32,-4,-12,4
CCCN1[C@@H]2c3ccc(-c4ccc(F)cc4)c(=O)n3C[C@@H]2[C@@H](CO)[C@@H]1C(=O)N[C@H](C)c1ccccc1,15,-0.1,51,-2,26,8,3,·
CC(NC(=O)CCCc1ccccc1)c1ccncc1 (configuration not stated),2,0.0,0,1,-1,0,-13,-7
COc1ccc(C2=NN(c3ccccc3)C(c3cn(CCC(=O)O)nc3-c3ccccc3)C2)cc1 (configuration not stated),16,0.6,·,12,·,-15,-4,-2
COc1ccc(C(=O)N2CCCCCC2)cc1OC1CCN(C(C)=O)CC1,5,0.0,1,-4,17,-1,-2,·
O=[N+]([O-])c1ccccc1O[C@@H]1O[C@H](CO)[C@H](O)[C@H](O)[C@H]1O,1,0.0,0,-4,·,·,-5,-7
CCCCC1Cc2[nH][nH]c(=O)c2C(c2ccc(F)cc2)O1 (configuration not stated),16,0.1,·,-1,·,·,1,·
CC(C)NC(=S)NNc1nc2ccccc2s1,-32,-0.1,·,-2,·,4,2,7
O=C(Nc1ccc2c(c1)OCO2)N[C@H]1CC[C@@H](CCNC(=O)C2CCOCC2)O[C@H]1CO,8,0.2,-1,4,2,-1,0,-4
O=C(COC(=O)c1ccccc1O)NCc1ccc2c(c1)OCO2,3,0.1,-1,11,16,2,43,-4
C[C@H]1CN([C@@H](C)CO)C(=O)Cc2cc(NS(C)(=O)=O)ccc2O[C@H]1CN(C)S(=O)(=O)c1cccs1,-28,-0.6,-6,-1,-22,0,10,-4
COc1ccccc1N(C)S(=O)(=O)c1ccc(Cl)c(C(=O)Nc2ccncc2)c1,6,0.4,·,-1,·,-1,1,·
Cc1nc2scc(C)n2c(=O)c1S(=O)(=O)NCC1CCN(Cc2ccc(Cl)cc2)CC1,-22,0.0,3,0,-14,-8,-1,2
COC(=O)C1=CN(c2cccc(OCc3ccccc3)c2)C(N)=C(C#N)C1c1ccccc1 (configuration not stated),22,0.0,·,1,·,-5,0,·
Cc1c(C(=O)/C=C/N(C)C)nnn1-c1ccc(Cl)c(Cl)c1,-11,0.1,·,-1,·,·,0,3
COc1cccc(CC(NC(C)=O)C(=O)NC2CCN(S(=O)(=O)c3ccc(NC(C)=O)cc3)CC2)c1OC (configuration not stated),-4,0.1,-2,-2,-5,2,5,-5
COc1ccc(/C=C\c2nc(O)c([N+](=O)[O-])c(=O)[nH]2)cc1O,7,0.1,-2,5,-6,8,-5,·
CC(=O)Nc1cccc(NS(=O)(=O)c2ccc3c(c2)CCC(=O)N3)c1,1,0.0,-14,-2,15,-1,1,0
Cc1nc2ccc3nc(NC(=O)C4COc5ccccc5O4)sc3c2s1 (configuration not stated),6,0.3,0,-5,-14,0,-3,-15
Cn1nnc(NC(=S)NC(=O)c2ccco2)n1,17,0.0,-11,·,·,·,·,12
CCOC(=O)c1cc(CC)sc1/N=C/c1c(O)ccc2ccccc12,7,0.0,-2,2,1,-2,-5,·

# Whole records from above:
# `Cc1c(C(=O)/C=C/N(C)C)nnn1-c1ccc(Cl)c(Cl)c1` is listed with LGR2 inh = -11; Xi reactivation = 0.1; Cneo AK release = ·; SIRT5 block = -1; Statin myotox sup = ·; ERAP1 HTS inh = ·; S100A4 MyoIIA = 0; PGC1a acetyl inh = 3
# `COc1cccc(CC(NC(C)=O)C(=O)NC2CCN(S(=O)(=O)c3ccc(NC(C)=O)cc3)CC2)c1OC` (configuration not stated) is listed with LGR2 inh = -4; Xi reactivation = 0.1; Cneo AK release = -2; SIRT5 block = -2; Statin myotox sup = -5; ERAP1 HTS inh = 2; S100A4 MyoIIA = 5; PGC1a acetyl inh = -5

# Further records follow.
SMILES,LGR2 inh,Xi reactivation,Cneo AK release,SIRT5 block,Statin myotox sup,ERAP1 HTS inh,S100A4 MyoIIA,PGC1a acetyl inh
C=CCOc1c2ccc(C(=O)N(CC)c3ccc(OC)cc3)cc2nn1C,6,0.0,0,-7,6,22,1,·
O=C(CSc1nnc(C2CC2)n1CC1CCCO1)Nc1ccccc1Cl (configuration not stated),6,0.0,2,-6,2,-3,-18,9
O=C(Cc1ccncc1)Nc1ccc2c(c1)[C@@H]1C[C@H](CC(=O)N3CCOCC3)O[C@H](CO)[C@@H]1O2,6,-0.1,-48,·,-3,·,·,5
COc1cccc(C(=O)N(Cc2cccs2)C2CCS(=O)(=O)C2)c1 (configuration not stated),·,0.7,-1,-3,7,-2,-2,-3
COc1ccc2c3c([nH]c2c1)[C@@H](CO)N(S(=O)(=O)c1ccc(C)cc1)CC31CN(Cc2ccccc2)C1,7,0.0,·,-3,·,·,·,4
O=C1NC(=O)C(c2ccc(Cl)cc2Cl)N1 (configuration not stated),-2,-0.2,1,0,1,-2,-3,·
CCCCC[C@H](C)N1C[C@@H](COCc2ccccc2)Oc2cc(N3CCC[C@H]3CO)ccc2S1(=O)=O,8,0.1,·,21*,·,3,2,·
CNC(=S)N(Cc1cc2cc(OC)c(OC)cc2[nH]c1=O)C1CCCC1,3,0.2,·,-3,·,·,-5,·
